Compound activity as filed in PubChem.
HTT ATP protect – qHTS Multiplex Assay to Identify Dual Action Probes in a Cell Model of Huntington: Cytoprotection (ATP). PC12 HTT-Q103 induced, cytoprotection, ATP luminescence, 40 h. Potency, µM (titrated, usually from 56.4 µM), inactives show cytoprotection (ATP increase), hits mostly activators. 230,000 tested, 0.14% active. AID 1471, 2008;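 further: % of control where 0% means no effect; nearly all actives have a fitted effect of over 45% in size; toxic huntingtin expression switched on by the ecdysone agonist tebufenozide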
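Cells were plated at 1500 per well in phenol red-free DMEM with 5% equine and 5% calf serum. Tebufenozide (100 nM final) and compounds were added, then ATPlite reagent, and luminescence was read.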
GAA spleen mod – qHTS Assay for Inhibitors and Activators of Human alpha-Glucosidase From Spleen Homogenate | 240,000 tested, 0.006% active | human spleen homogenate, 4-MU-alpha-glucoside fluorescence | Potency, µM (series often up to 79.9 µM), without a hit: at the highest dose activity change, negative = inhibition, usual class: inhibitors | Lysosomal alpha-glucosidase (Homo sapiens), P10253;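 further: 0% = enzyme with vehicle and -100% = no enzyme basal signal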
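Compounds were titrated against alpha-glucosidase in spleen homogenate at pH 5.0, with 1 mM 4-methylumbelliferyl substrate for 40 min at 37 C. Reactions were quenched with pH 10 NaOH/glycine and fluorescence measured.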
* = called active by the depositor; ? = inconclusive; & = joins results of further samples; [ ] = remark or other dose. The call rests on the fitted dose curve; in most records, active means well fitted curve in the direction sought with a large enough effect; inconclusive means small, poorly fitted or top-dose-only effect, or another doubt; inactive means no such curve, though single readings can be large; an effect the other way counts as inactive or inconclusive. Potency means the concentration at half of the fitted maximal effect.

smiles | HTT ATP protect | GAA spleen mod
OCC1OC(C#Cc2ccccc2)C=CC1OCc1ccccc1 (stereo not drawn) | -2%[10 µM] | -5%[17.4 µM]
C=CCC1(O)C=CCC2C3C4C(OC(C)(C)C)C2C1C34 (stereo not drawn) | -16%[10 µM] | 4%[17.4 µM]
CC(=O)OCC1OC(C#CCCc2ccccc2)C=CC1OC(C)=O (stereo not drawn) | -1%[10 µM] | 3%[17.4 µM]
CO[C@H]1COC(=O)C/C=C\[C@H](C)[C@@H](OC)COC(=O)C/C=C\[C@@H]1C | 16%[10 µM] | 1%[17.4 µM]
CCOC(=O)OCC1OC(c2ccccc2)C=CC1Oc1ccc(F)cc1C (stereo not drawn) | 12%[10 µM] | -1%[17.4 µM]
CCOC(=O)[C@]1(C(NC(=O)OC)c2ccco2)CCCC1=O (stereo partly drawn) | ? | 0%[17.4 µM]
C#CCCCO/N=C1/C[C@@H](O)[C@@H](O)[C@@H]2[C@H]3C(=O)N(c4ccc(F)cc4F)C(=O)[C@@H]3CC[C@@H]12 | 12%[10 µM] | 4%[17.4 µM]
C/C(CCN1CCc2nc(-c3ccccc3)c(-c3ccccc3)cc2C1)=N\OC[C@@H](O)COCc1ccco1 | -12%[10 µM] | -3%[17.4 µM]
CO[C@H]1COC(=O)C/C=C\[C@H](C)[C@@H](OC)COC(=O)[C@H](C)COC(=O)C/C=C\[C@@H]1C | -7%[10 µM] | -4%[17.4 µM]
CCOC(=O)OCC1OC(c2ccccc2)C=CC1Oc1cccc(N(C)C)c1 (stereo not drawn) | -5%[10 µM] | -2%[17.4 µM]
COC(=O)NC(/C=C/c1ccco1)[C@@]1(C(=O)OC)CCCC1=O (stereo partly drawn) | -14%[10 µM] | 11%[17.4 µM]
O=C1OCCC=C1[C@@H](O)CCc1ccccc1 | -12%[10 µM] | -2%[17.4 µM]
C=C/C1=C/Cc2ccccc2C(C[N+](=O)[O-])C(C(=O)OC)(C(=O)OC)C1 (stereo not drawn) | -41%[inhibitor][10 µM] | 2%[17.4 µM]
COCC#Cc1ccc(C2C(C)CCC3C(=O)N4C(CCC(C)C4c4ccc(C#CCOC)cc4)C(=O)N32)cc1 (stereo not drawn) | 1%[10 µM] | 2%[17.4 µM]
CCOC(=O)OCC1OC(CCc2ccccc2)CCC1Oc1ccc(OC)cc1 (stereo not drawn) | ? | 2%[17.4 µM]
COC(=O)C1=NOC2(C=C(Br)C(OC)=C(Br)C2=O)C1 (stereo not drawn) | ? | 7%[17.4 µM]
CCN1C(C)=C(C(=O)OC)C(c2ccccc2)N2C(=O)[C@@]3(C(=O)OC)O[C@@]12C1C(=O)N(C)C(=O)C13 (stereo partly drawn) | -5%[10 µM] | 7%[17.4 µM]
COC(=O)[C@H](C)NC(=O)C/C=C\[C@@H](C)[C@H]1C=C[C@H](O)[C@@H](CO)O1 | -24%[10 µM] | -3%[17.4 µM]
CCOC(=O)CCN1C(=O)[C@H]2[C@H]3[C@H](O)[C@H](O)C/C(=N/NC(=O)OCc4ccccc4)[C@H]3CC[C@@H]2C1=O | -18%[10 µM] | -3%[17.4 µM]
CCCCCCC#CC1C=CC(Oc2ccc(C=O)cc2)C(CO)O1 (stereo not drawn) | ? | 5%[17.4 µM]
COc1ccc(OC[C@@H](CO)OC)cc1 | 18%[10 µM] | -2%[17.4 µM]
COc1ccc(OC2C=CC(C#Cc3ccc(F)cc3F)OC2CO)cc1 (stereo not drawn) | ? | 0%&-12%[17.4 µM]
COc1ccc(-c2ccc3c(n2)CCCN3C[C@H](O)CN2CCCc3nc(C)c(C)cc32)cc1 | -6%[10 µM] | -3%[17.4 µM]
CC(C)CO/N=C1/C[C@@H](O)[C@@H](O)[C@@H]2[C@@H]3C(=O)N(Cc4ccccc4)C(=O)[C@H]3CC[C@H]12 | -8%[10 µM] | 1%[17.4 µM]
C#CCCCO/N=C1/[C@H]2O[C@@H]2[C@@H](O)[C@H]2[C@H]1CCn1c(=O)n([C@@H](CC)c3ccccc3)c(=O)n12 | 14%[10 µM] | 4%[17.4 µM]
COc1ccc(C#CC2C=CC(Oc3cc(C)cc(C)c3)C(CO)O2)cc1 (stereo not drawn) | 7%[10 µM] | 2%[17.4 µM]
COC(=O)NC(c1cccs1)C(C(C)=O)C(=O)OC (stereo not drawn) | ? | 5%[17.4 µM]
CCCCC#CC1C=CC(OC(C)=O)C(COC(C)=O)O1 (stereo not drawn) | ? | 1%[17.4 µM]
CCOC(=O)N/N=C1/C[C@@H](O)[C@@H](O)[C@@H]2[C@@H]3C(=O)N([C@@H](C)c4ccccc4)C(=O)[C@H]3CC[C@H]12 | -18%[10 µM] | -2%[17.4 µM]
OCC1OC(C#Cc2ccccc2)C=CC1O (stereo not drawn) | -15%&-5%&3%[10 µM] | -2%&2%&-1%[17.4 µM]
CCN1C(=O)[C@H]2[C@H]3[C@H](O)[C@H](O)C/C(=N/OC/C=C(\C)CCC=C(C)C)[C@@H]3CC[C@@H]2C1=O | ? | 1%[17.4 µM]
CO[C@@H]1COC(=O)[C@H](C)NC(=O)C/C=C\[C@@H](C)[C@@H](NS(=O)(=O)c2ccc(C)cc2)COC(=O)C/C=C\[C@@H]1C | -43%[inhibitor][10 µM] | 1%[17.4 µM]
COC(=O)C/C=C\[C@@H](C)[C@@H](CO)NS(=O)(=O)c1ccc(C)cc1 | ? | -4%[17.4 µM]
COc1ccc(COC(=O)N/N=C2/C[C@@H](O)[C@@H](O)[C@@H]3[C@@H]4C(=O)N(C[C@@H]5CCCO5)C(=O)[C@H]4CC[C@@H]23)cc1 | ? | 5%[17.4 µM]
C[C@@H](c1ccccc1)N1C(=O)[C@@H]2[C@H]3C(=CC[C@H]2C1=O)C(=O)[C@H]1O[C@H]1[C@H]3O | -4%[10 µM] | -4%[17.4 µM]
COc1cccc(C2C(C)CCC3C(=O)N(C)C(C(C)C)C(=O)N32)c1 (stereo not drawn) | ? | 0%[17.4 µM]
CC(=O)OC[C@@H]1O[C@@H](O/N=C2/C[C@@H](O)[C@@H](O)[C@@H]3[C@@H]4C(=O)N(Cc5ccccc5)C(=O)[C@H]4CC[C@@H]23)[C@H](OC(C)=O)[C@H](OC(C)=O)[C@@H]1OC(C)=O | -11%[10 µM] | -1%[17.4 µM]
C[C@H]1COC(=O)[C@H]2CCCN2C(=O)[C@@H](C)COC(=O)[C@H](Cc2ccccc2)NC1=O | -3%[10 µM] | 9%[17.4 µM]
Cc1cc2c(nc1C)CCCCN2C[C@H](C)O/N=C\[C@@H](C)[C@H](OCc1ccccc1)C(C)C | -1%[10 µM] | 0%[17.4 µM]
CC#CCOCC/C=C1/c2ccccc2C(OC)C1C (stereo not drawn) | -23%[10 µM] | 4%[17.4 µM]
O=C1C=C[C@@H](O)[C@H]2[C@@H]3C(=O)N(c4cccc(Oc5ccccc5)c4)C(=O)[C@@H]3CC[C@H]12 | 0%[10 µM] | 6%[17.4 µM]
O=C(N/N=C1/C[C@@H](O)[C@@H](O)[C@@H]2[C@@H]3C(=O)N(C4CCCCC4)C(=O)[C@H]3CC[C@@H]12)OCc1ccccc1 | -12%[10 µM] | 0%[17.4 µM]
C=CCC(O)CC1C2C(CC(O)CC=C)C3C1C3C2OC(C)(C)C (stereo not drawn) | 8%[10 µM] | -14%[17.4 µM]
C=C(C)C(O)/C=C/c1cccc(OC)c1 (stereo not drawn) | -3%[10 µM] | -3%[17.4 µM]
CO[C@@H]1COC(=O)C/C=C\[C@H](C)[C@H](OC)COC(=O)[C@H](C)NC(=O)C/C=C\[C@H]1C | ? | 5%[17.4 µM]
C/C(CCN1CCc2nc(-c3ccccc3)c(-c3ccccc3)cc2C1)=N\O[C@@H](C)CN1CCCc2nc(C)c(C)cc21 | 32%[10 µM] | 1%[17.4 µM]
O=C1[C@H]2[C@H]3[C@H](O)[C@H](O)C/C(=N/OCc4ccccc4)[C@H]3CC[C@@H]2C(=O)N1Cc1ccccc1 | -11%[10 µM] | 0%[17.4 µM]
CO[C@@H]1COC(=O)CCC[C@@H](C)[C@H](OC)COC(=O)[C@H](Cc2ccccc2)NC(=O)C/C=C\[C@H]1C | ? | 6%[17.4 µM]
COC(=O)C/C=C1\c2ccccc2[C@H](OC)[C@H]1C | 0%[10 µM] | 0%[17.4 µM]
CC(C)CO/N=C1/C[C@@H](O)[C@@H](O)[C@@H]2[C@@H]3C(=O)N([C@@H](C)c4ccccc4)C(=O)[C@H]3CC[C@@H]12 | -10%[10 µM] | 0%[17.4 µM]
C=Cc1ccc([C@H]2N[C@@H](C(=O)O)CC[C@@H]2C)cc1 | -9%[10 µM] | 3%[17.4 µM]
O=C1[C@H]2[C@H]3[C@H](O)[C@H](O)C/C(=N/OCc4ccccc4)[C@H]3CC[C@@H]2C(=O)N1C1CCCCC1 | -1%[10 µM] | 0%[17.4 µM]
CC(=O)OC[C@@H]1O[C@@H](O/N=C2/C[C@@H](O)[C@@H](O)[C@@H]3[C@@H]4C(=O)N(C[C@@H]5CCCO5)C(=O)[C@H]4CC[C@H]23)[C@H](OC(C)=O)[C@H](OC(C)=O)[C@@H]1OC(C)=O | 28%[10 µM] | -1%[17.4 µM]
CC(=O)O[C@H]1C2=CO[C@H](C)[C@H]3[C@H]4C5=C([C@H](O)[C@H]6O[C@@H]6C5=O)[C@H](O[C@H]4C)[C@@]23C(=O)[C@H]2O[C@@H]21 | ? | 2%[17.4 µM]
CC(C)=NO[C@@H](C)CN1CCCCc2nc(C)c(C)cc21 | 0%[10 µM] | -1%[17.4 µM]
CC(=O)OC[C@@H]1O[C@H](C/C=N\O[C@@H](C)CN2CCCc3nc(C)c(C)cc32)C=C[C@@H]1OC(C)=O | ? | 0%[17.4 µM]
C#CCCCO/N=C1/C[C@@H](O)[C@@H](O)[C@@H]2[C@H]3C(=O)N(c4ccc(F)cc4F)C(=O)[C@@H]3CC[C@H]12 | -2%[10 µM] | -5%[17.4 µM]
COC(=O)C/C=C/C(C)C(OCc1cccc(Br)c1)C(C)C(OC)C1CCCCC1 (stereo not drawn) | -29%[10 µM] | 2%[17.4 µM]
COCOc1ccc(Br)cc1C(=O)/C=C\c1ccc2c(c1)OCO2 | -65%[inhibitor][10 µM] | -6%[17.4 µM]
COc1ccc(COC(=O)N/N=C2/C[C@@H](O)[C@@H](O)[C@@H]3[C@@H]4C(=O)N(C(C)(C)C)C(=O)[C@H]4CC[C@H]23)cc1 | -39%[inhibitor][10 µM] | 0%[17.4 µM]

The list goes on.
smiles | HTT ATP protect | GAA spleen mod
O=C1CCC[C@@H](C2=CCCCC2=O)C1 | -52%[inhibitor][10 µM] | 5%[17.4 µM]
CC(C)=CCC/C(C)=C/CO/N=C1/C[C@@H](O)[C@@H](O)[C@@H]2[C@@H]3C(=O)N(C[C@@H]4CCCO4)C(=O)[C@H]3CC[C@H]12 | ? | 4%[17.4 µM]
Cc1ccc(S(=O)(=O)N[C@H]2COC(=O)[C@@H](C)COC(=O)[C@H](C)NC(=O)C/C=C\[C@H]2C)cc1 | 3%[10 µM] | 1%[17.4 µM]
CC1=C(C)CC(c2ccccc2)C(C(=O)c2ccccc2O)C1 (stereo not drawn) | -15%[10 µM] | 3%[17.4 µM]
COc1cc2nc(N3CCN(C(=O)OCc4ccccc4)[C@H](C(=O)NC(C)(C)C)C3)nc(N)c2cc1OC | 5%[1.9 µM] | 6%
C=CCOCC/C=C1/c2ccccc2C(OC)C1C (stereo not drawn) | -38%[inhibitor][10 µM] | -4%[17.4 µM]
O=C1CCC=C1[C@@H](O)CCc1ccccc1 | -1%[10 µM] | -4%[17.4 µM]
CC(=O)OCC1OC(C#Cc2ccc(C)cc2C)C=CC1OC(C)=O (stereo not drawn) | 28%[10 µM] | 7%[17.4 µM]
COC(=O)NC(c1ccco1)[C@@]1(C(=O)OC)CCCC1=O (stereo partly drawn) | 3%[10 µM] | 7%[17.4 µM]
C#CCCCO/N=C1/[C@H]2O[C@@H]2[C@@H](O)[C@H]2[C@H]1CCn1c(=O)n(C)c(=O)n12 | -6%[10 µM] | 4%[17.4 µM]

Part of the list above, with values under each structure:
Values in the order – HTT ATP protect, GAA spleen mod
- CC1=C(C)CC(c2ccccc2)C(C(=O)c2ccccc2O)C1 (stereo not drawn)
→ -15%[10 µM], 3%[17.4 µM]
- O=C1CCC=C1[C@@H](O)CCc1ccccc1
→ -1%[10 µM], -4%[17.4 µM]
- C=CCOCC/C=C1/c2ccccc2C(OC)C1C (stereo not drawn)
→ -38%[inhibitor][10 µM], -4%[17.4 µM]
- CC(C)=CCC/C(C)=C/CO/N=C1/C[C@@H](O)[C@@H](O)[C@@H]2[C@@H]3C(=O)N(C[C@@H]4CCCO4)C(=O)[C@H]3CC[C@H]12
→ ?, 4%[17.4 µM]
- O=C1CCC[C@@H](C2=CCCCC2=O)C1
→ -52%[inhibitor][10 µM], 5%[17.4 µM]

These rows are one share of the data. The share of hits here may be higher or lower than overall.
